Source: PubChem (National Center for Advancing Translational Sciences (NCATS))
ELG1 DNA repair – qHTS screen for small molecules that inhibit ELG1-dependent DNA repair in human embryonic kidney (HEK293T) cells expressing luciferase-tagged ELG1; HEK293T ELG1-luciferase reporter, luminescence, 16 h; DNA damage induced by 5-fluorouridine; Potency, µM (doses to about 46.1 µM), for the others: top-dose activity change, negative = inhibition, usual class: inhibitors; 330,000 compounds, 2.3% hits; AID 504467, 2011; note: potency is the fitted concentration of half-maximal effect; % is set by controls: 0 for no effect and ±100 for the full control effect; nearly all actives have a fitted effect of over 55% in size
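Quantitative HTS, concentration-response format. 2,000 cells/well co-treated with 5-fluorouridine and compound, 16 hr in 5% CO2 at 37 °C; ONE-Glo luminescence read after 30 min.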
Gal4-VP16 FLuc – VP16 counterscreen qHTS for inhibitors of ROR gamma transcriptional activity; 310,000 compounds, 3.5% hits; Potency, µM (top dose mostly 53.6 µM), without a hit: at the top dose activity, negative = inhibition, actives largely listed as inhibitors; Drosophila S2 Gal4-VP16 UAS-luciferase, luminescence, 20 h;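 note: Gal4-VP16 expression switched on by copper sulfate through the metallothionein promoter; potency is the fitted concentration of half-maximal effect; % is set by controls: 0 for no effect and ±100 for the full control effect; nearly all actives have a fitted effect of over 50% in size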
MBNL1 CUG block – qHTS Assay for Inhibitors of MBNL1-poly(CUG) RNA binding. Muscleblind-like protein 1 (Homo sapiens), Q9NR56. TR-FRET MBNL1-His/biotin-(CUG)12 binding, 665/545 ratio. Potency, µM (highest dose often 57.5 µM), without a hit: top-dose activity change, negative = inhibition, most hits filed as inhibitors. 280,000 compounds, 0.036% hits; active = well fitted inhibition curve with a large enough effect in the signal ratio, with a control signal flat, not every such curve was filed as active; inconclusive = small, poorly fitted or top-dose-only effect, or effect the other way, or a change in a side signal; inactive = no such curve, though single readings can be large or run the other way; the % refers to the signal ratio; note: potency is the fitted concentration of half-maximal effect; % is set by controls: 0 for no effect and ±100 for the full control effect
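TR-FRET readout: Ex 340 nm, 665/545 nm emission ratio, normalized to buffer-only (basal) and MBNL1-(CUG)12 controls. Complex of MBNL1-His with Biotin-(CUG)12, compounds 92 nM–58 uM, incubated 60 min at room temperature.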
Mito fusion yeast – qHTS Assay for Small Molecule Inhibitors of Mitochondrial Division or Activators of Mitochondrial Fusion. Potency, µM (top dose mostly 46.1 µM), for inactives: at the highest dose growth rescue (activation), hits mostly activators. 320,000 compounds, 0.23% hits. S. cerevisiae fusion-defective mutant growth rescue, CellTiterGlo 48 h. AID 485298, 2010;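 note: potency is the fitted concentration of half-maximal effect; % of control where 0% means no effect; nearly all actives have a fitted effect of over 45% in size; temperature-sensitive fusion mutants such as fzo1-1 at 37 °C on non-fermentable ethanol glycerol medium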
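Temperature-sensitive fusion-defective S. cerevisiae (e.g. fzo1-1, mgm1-5) were grown with compound in YPEG medium (3% ethanol, 3% glycerol) for 48 hours at 37C. Growth rescue was measured as viability by CellTiterGlo luminescence after 10 minutes at ambient.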
KCNH2 3.1 block – qHTS for Inhibitors of KCHN2 3.1: Mutant qHTS | AID 720553, 2013 | 340,000 compounds, 0.95% hits | U2OS KCNH2 3.1, thallium flux FluxOr; hits give low values | activity change, % (tested at about 1.8 µM);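 active = maximum activity change below -70%; inconclusive = maximum activity change from -70% to -50%; inactive = maximum activity change above -50%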;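 note: thallium influx rate constant from kinetic fluorescence after stimulation buffer; % is set by controls: 0 for no effect and ±100 for the full control effect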
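FluxOr-based Tl+ influx in U2OS cells transduced with KCNH2 3.1 virus; rate constants normalized to DMSO controls.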
RORg inh – qHTS for inhibitors of ROR gamma transcriptional activity | Nuclear receptor ROR-gamma (Mus musculus), P51450 | Drosophila S2 Gal4-RORgamma UAS-luciferase reporter, 20 h | Potency, µM (series often up to 53.6 µM), without a hit: at the highest dose activity change, negative = inhibition, most hits filed as inhibitors | 310,000 compounds, 5.4% hits | AID 2551, 2010; note: potency is the fitted concentration of half-maximal effect; % is set by controls: 0 for no effect and ±100 for the full control effect; nearly all actives have a fitted effect of over 60% in size
Target sequence (P51450 whole entry, looked up, the tested form may be a part): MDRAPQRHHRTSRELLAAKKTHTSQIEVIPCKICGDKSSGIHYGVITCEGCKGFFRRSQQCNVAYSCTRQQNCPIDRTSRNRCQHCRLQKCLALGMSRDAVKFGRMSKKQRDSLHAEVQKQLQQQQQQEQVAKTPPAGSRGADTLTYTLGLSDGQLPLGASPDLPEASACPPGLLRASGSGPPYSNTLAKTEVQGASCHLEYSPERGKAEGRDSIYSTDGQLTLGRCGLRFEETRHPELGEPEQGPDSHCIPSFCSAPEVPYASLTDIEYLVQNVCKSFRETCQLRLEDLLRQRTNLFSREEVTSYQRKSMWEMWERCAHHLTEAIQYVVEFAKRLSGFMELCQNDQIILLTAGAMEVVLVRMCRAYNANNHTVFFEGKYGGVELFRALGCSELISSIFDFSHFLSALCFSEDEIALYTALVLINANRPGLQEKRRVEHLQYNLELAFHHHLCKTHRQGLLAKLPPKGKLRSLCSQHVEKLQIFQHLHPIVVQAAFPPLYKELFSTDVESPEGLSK
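Luciferase reporter read in Schneider cells carrying Gal4-RORγ (mouse) and UAS-Photinus luciferase; cells given compound 1 h before 700 uM copper sulfate induction, then incubated 20 h at ambient temperature.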
FLuc counter – qHTS profiling assay for firefly luciferase inhibitor/activator using purifed enzyme and Km concentrations of substrates (counterscreen for miR-21 project); Potency, µM (top dose mostly 57.5 µM), without a hit: at the highest dose activity change, negative = inhibition, hits mostly inhibitors; purified FLuc, Km substrates, luminescence inhibition; AID 588342, 2011; Luciferin 4-monooxygenase (Photinus pyralis), P08659; 360,000 compounds, 6.9% hits;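 note: potency is the fitted concentration of half-maximal effect; plate controls were vehicle for no effect and reference inhibitor for full effect; nearly all actives have a fitted effect of over 55% in size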
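Biochemical qHTS of compounds, final roughly 60 µM downward over six points, against 10 nM purified firefly luciferase using Km concentrations of substrates (10 uM D-luciferin, 10 uM ATP) in Tris acetate pH 7.5 buffer; luminescence output.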
Rab9 prom act – qHTS Assay for Rab9 Promoter Activators; Huh7 Rab9 promoter-luciferase reporter, luminescence, 24 h; Potency, µM (top dose mostly 9.22 µM), without a hit: at the highest dose activation, negative = inhibition, hits mostly activators; 320,000 compounds, 2.8% hits; AID 485297, 2010; note: potency is the fitted concentration of half-maximal effect; % of control where 0% means no effect; nearly all actives have a fitted effect of over 60% in size
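Luminescence read-out: Huh7 cells stably expressing Rab9-luciferase, treated 24 h with compound at 37 °C, then lysed with luciferase reagent for 10 min at ambient before reading.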
PKM2 act – qHTS Assay for Activators of Human Muscle isoform 2 Pyruvate Kinase | Pyruvate kinase PKM (Homo sapiens), P14618 | purified PKM2, Kinase-Glo ATP luminescence, activation; response scale: 0% is enzyme alone, no compound | 260,000 compounds, 0.34% hits | Potency, µM (top dose mostly 57.5 µM), without a hit: at the highest dose activation, most hits filed as activators | AID 1631, 2009; note: potency is the fitted concentration of half-maximal effect; % is set by controls: 0 for no effect and ±100 for the full control effect; nearly all actives have a fitted effect of over 55% in size
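Purified hPK-M2 (>95% pure) converted ADP (0.1 mM final) to ATP with 0.5 mM PEP in 50 mM imidazole pH7.2, KCl, MgCl2, Tween 20, BSA; 1 h at room temperature. ATP detected by Kinase-Glo luminescence.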
Menin MLL FP TR – qHTS Assay for Inhibitors Targeting the Menin-MLL Interaction in MLL Related Leukemias: Competition With Texas Red Labeled MLL-derived Mutant Peptide; O00255; AID 1768, 2009; Menin + Texas Red MLL mutant peptide, fluorescence polarization; Potency, µM (series often up to 61.6 µM), without a hit: at the top dose FP activity change, negative = inhibition, hits mostly inhibitors; 270,000 compounds, 0.23% hits; active = well fitted inhibition curve with a large enough effect in the polarisation, with a control signal flat, not every such curve was filed as active; inconclusive = small, poorly fitted or top-dose-only effect, or effect the other way, or a change in a side signal; inactive = no such curve, though single readings can be large or run the other way; the % refers to the polarisation; note: potency is the fitted concentration of half-maximal effect; % of control where 0% means no effect; many of its hits are not listed in these tables
Target sequence (O00255 whole entry, looked up): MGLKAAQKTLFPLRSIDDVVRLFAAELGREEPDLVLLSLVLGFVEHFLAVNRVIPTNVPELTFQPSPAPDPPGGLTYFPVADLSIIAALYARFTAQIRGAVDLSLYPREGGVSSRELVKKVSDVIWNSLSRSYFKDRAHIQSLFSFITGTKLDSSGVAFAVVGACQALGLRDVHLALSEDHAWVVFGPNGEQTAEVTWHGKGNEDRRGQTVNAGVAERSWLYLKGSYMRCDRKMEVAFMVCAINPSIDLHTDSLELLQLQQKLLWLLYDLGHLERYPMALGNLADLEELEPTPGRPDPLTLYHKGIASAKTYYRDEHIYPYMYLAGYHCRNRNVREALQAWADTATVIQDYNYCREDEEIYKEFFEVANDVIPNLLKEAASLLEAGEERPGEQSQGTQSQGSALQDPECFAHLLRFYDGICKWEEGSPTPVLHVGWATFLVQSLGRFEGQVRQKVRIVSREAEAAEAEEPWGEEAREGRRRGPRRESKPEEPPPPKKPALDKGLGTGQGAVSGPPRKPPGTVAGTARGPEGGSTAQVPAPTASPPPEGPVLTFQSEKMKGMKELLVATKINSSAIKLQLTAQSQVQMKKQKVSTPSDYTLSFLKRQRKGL
NPC1 prom act – qHTS Assay for NPC1 Promoter Activators. 320,000 compounds, 2.4% hits. Huh7 NPC1 promoter luciferase reporter, 24 h. Potency, µM (top dose mostly 9.22 µM), without a hit: at the highest dose activation, usual class: activators;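 note: potency is the fitted concentration of half-maximal effect; % of control where 0% means no effect; nearly all actives have a fitted effect of over 60% in size; reporter is driven by a mutant NPC1 promoter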
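Quantitative HTS used a cell-based reporter: Huh7 cells stably bearing the NPC1 promoter upstream of luciferase were treated with compounds for 24 h, and promoter activation was read as luminescence.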
* = called active by the depositor; ? = inconclusive; . = no result given; [ ] = remark or other dose. Unless noted, calls come from the whole dose curve; as a rule, active = well fitted curve in the direction sought with a large enough effect; inconclusive = small, poorly fitted or top-dose-only effect, or another doubt; inactive = no such curve, though single readings can be large; an effect the other way counts as inactive or inconclusive.

SMILES | ELG1 DNA repair | Gal4-VP16 FLuc | MBNL1 CUG block | Mito fusion yeast | KCNH2 3.1 block | RORg inh | FLuc counter | Rab9 prom act | PKM2 act | Menin MLL FP TR | NPC1 prom act
COc1ccccc1NC(=O)Cc1ccsc1 | 15% | -7% | -3% | 0% | 6 | 9% | 3% | -4% | -6% | . | -7%
O=C1c2ccccc2NC(c2cc(Cl)cc(Cl)c2O)N1Cc1cccnc1 (stereo unspecified) | 13% | -2% | -5% | -4% | -6 | 13% | 0% | -6% | . | 32%[activator] | 1%
Cc1cccc(NC(=O)COC(=O)CCc2ccc(S(=O)(=O)N3CCOCC3)cc2)c1C | -7% | 2% | -4% | 0% | -2 | -4% | -1% | -1% | -2% | -25% | -2%
COc1ccc(-c2ccnc3ncnn23)cc1 | ? | 20% | ? | 23% | -16 | -2% | -3% | -1% | -3% | 7% | 0%
COC(=O)C(C)Sc1ccc2nnc(CCNS(=O)(=O)c3ccccc3)n2n1 (stereo unspecified) | 0% | -3% | -3% | 2% | 3 | 24% | -2% | -5% | 0% | -14% | 2%
CCc1noc(C)c1C(=O)N1CC(C)SC1=Nc1ccc(Cl)cc1 (stereo unspecified) | 12% | . | . | 24% | 10 | . | 1% | 1% | . | . | 0%
Cc1ccc(C(=O)Nc2ccc(C(=O)N3CCCCC3)cc2)cc1 | -16% | -6% | -14% | 0% | -16 | 15% | ? | -5% | 5% | -11% | 2%
O=c1[nH]c(=S)[nH]cc1Oc1ccc(Cl)cc1Cl | 0% | -8% | 6% | -3% | 3 | -2% | -6% | -4% | -4% | 39%[activator] | 0%
COc1ccc(NC(=O)CSc2ccc3nnc(-c4cccnc4)n3n2)cc1 | -3% | 1% | 8% | 0% | -10 | 33% | 1% | -4% | -1% | 2% | 0%
O=C(Nc1ccc([N+](=O)[O-])cc1)Nc1nc(-c2ccc(Cl)s2)cs1 | 10µM* | 0.89µM* | . | 2% | -3 | 4µM* | -1% | -47%[inhibitor] | -22% | ? | -40%[inhibitor]
O=C(Nc1cccc(Br)c1)c1cc(=O)c2ccccc2o1 | 1% | -2% | 1% | 15% | -3 | 0% | -1% | -2% | . | -18% | -4%
CCC1C(=O)n2nc(-c3ccccc3)cc2N=C1C (stereo unspecified) | ? | -19% | -4% | -1% | 0 | -6% | 13µM* | 2.8µM* | 0% | 0% | ?
COCCNC(=O)C(c1ccc(C)o1)N(CCOC)C(=O)Cn1nnc2ccccc21 (stereo unspecified) | 11% | 9% | 1% | 3% | 20 | -10% | 8% | -6% | -7% | -8% | -2%
Cc1cc(C)cc(C(=O)NCC(=O)OCC(=O)NCC(F)(F)F)c1 | 12% | 7% | -3% | 2% | 3 | -15% | 0% | -1% | -3% | 2% | -1%
O=[N+]([O-])c1cn(Cc2ccccc2)cn1 | 15% | -7% | . | 0% | -12 | 0% | 2% | -4% | -11% | -13% | -4%
COc1ccc(N2CCN(Cc3nc4sc(C)c(C)c4c(=O)[nH]3)CC2)cc1 | 6% | 6% | 0% | 1% | 19 | -14% | -6% | 0% | 1% | -12% | -1%
Cn1c(SCC(=O)N2CCCCC2)nc2cccnc21 | -3% | 6% | -9% | -4% | 5 | -3% | 2% | 8% | 2% | -5% | 3%
Cc1ccc(OCC(=O)OC(C)C(=O)NC2CCCCC2C)cc1C (stereo unspecified) | ? | . | . | 1% | 5 | . | 0% | 1% | . | . | -1%
C/C=C/C1=CC(=O)C[C@H](c2ccc3c(c2)OCO3)C1 | 10% | . | . | -3% | . | . | -1% | -3% | . | . | 9%
Cc1ccc(C(=O)OCC(=O)Nc2cc(C(C)(C)C)nn2-c2ccccc2)c(O)c1 | ? | . | . | 27% | -4 | . | 2% | 2% | . | . | -2%
COc1ccc(CCN(C)CCC(=O)Nc2cccc(C)c2)cc1OC | -10% | -9% | -2% | -3% | 6 | -4% | -1% | -2% | 1% | . | -4%
O=C(CC(Cc1ccccc1)C(=O)O)NCCc1ccc2c(c1)OCO2 (stereo unspecified) | 16% | 2% | -3% | -1% | 1 | 26% | 3% | -6% | -2% | 3% | -2%
Cc1cc(C)n(-c2ccn(Cc3ccc(Cl)cc3Cl)c(=O)n2)n1 | ? | 0% | -4% | 8% | -11 | -6% | -8% | 1% | -1% | 0% | -3%
O=c1oc2ccccc2nc1/C=C(\O)c1ccccc1 | -10% | 3% | -2% | -3% | 18 | -21% | ? | 14% | -3% | . | 1%
Cc1ccc(Nc2cc(C)nn2-c2nc(C)cc(C)n2)cc1 | 15µM* | 3.2µM* | 0% | -2% | -5 | ? | -2% | -13% | 8% | 0% | -4%
Going on with the list:
SMILES | ELG1 DNA repair | Gal4-VP16 FLuc | MBNL1 CUG block | Mito fusion yeast | KCNH2 3.1 block | RORg inh | FLuc counter | Rab9 prom act | PKM2 act | Menin MLL FP TR | NPC1 prom act
O=C(Nc1ccc(Cl)cn1)c1ccc(-c2cc(Cl)ccc2Cl)o1 | 6% | 0% | -10% | -14% | 1 | -10% | 2% | 6% | 4% | -12% | -2%
COc1ccc(C(=O)CSc2ccc3nnc(-c4cccnc4)n3n2)cc1 | 16% | -9% | 6% | -1% | 10 | 11% | -3% | -3% | 2% | -11% | -2%
O=C(CCOc1ccc(F)cc1)Nc1nccs1 | 20% | 7% | 4% | -5% | -4 | 8% | -4% | -2% | 6% | . | -2%
CCCC(C(=O)NCc1ccccc1)N(C(=O)Cn1nnc(-c2cccs2)n1)c1ccc2c(c1)OCCO2 (stereo unspecified) | -6% | -11% | -9% | 2% | -19 | -19% | 2% | -2% | 3% | -7% | -6%
C1CCN(Cc2nnnn2CC2CCCO2)CC1 (stereo unspecified) | -9% | 1% | -2% | 6% | 22 | -4% | -1% | -1% | 1% | 2% | -3%
O=C1CCCc2c1[nH]c1ccc(CN3CCCCC3)cc21 | ? | -2% | ? | -1% | 4 | -2% | -1% | 5% | 25% | -7% | -1%
CCCCc1ccc(NC(=O)c2c(C)noc2C)cc1 | 0% | -3% | -7% | 19% | -11 | 1% | ? | 0% | -2% | 14% | -2%
CCOc1ccccc1NC(=O)C1CCCN(S(=O)(=O)c2ccc(-n3cnnn3)cc2)C1 (stereo unspecified) | -20% | -1% | -2% | 6% | -21 | -14% | 1% | -1% | . | . | 4%
COc1ccc(Cc2nnc(SCC(=O)N3CCCCC3)o2)cc1 | 0% | 4% | 1% | 3% | -13 | 33% | -2% | 0% | -23% | 3% | -4%
COc1cc2c(cc1NC(=S)Nc1ccccc1C)oc1ccccc12 | ? | -13% | 56%[activator] | -2% | -2 | 22% | -7% | 0% | -6% | 7% | 9%
C=CCn1c(SCC(N)=O)nnc1-c1cc2c(s1)CCC(CC)C2 (stereo unspecified) | ? | -6% | 3% | -20% | 1 | ? | 7.6µM* | ? | -7% | -11% | ?
CN(CC(=O)O)S(=O)(=O)c1ccc2[nH]c(=O)c(=O)[nH]c2c1 | 0% | -16% | -10% | -2% | 4 | -2% | -2% | -1% | -2% | . | 5%
Cc1cc(C)nc(/N=C(\N)Nc2ccc3c(c2)OCCO3)n1 | 6% | -7% | -7% | 5% | 17 | 12% | 5% | 0% | 6% | ? | -3%
Cc1ccccc1C(=O)OC(C)C(=O)NCc1ccc2c(c1)OCO2 (stereo unspecified) | 0% | . | . | 15% | 20 | . | 1% | 0% | . | . | 0%
CCOC(=O)Cn1nnnc1CN1CCN(c2ccc(OC)cc2)CC1 | 1% | 4% | -1% | 7% | -4 | 0% | -2% | -11% | -11% | 1% | 3%
CC(/C=N/NC(=O)COc1ccccc1C)=N\NC(=O)COc1ccccc1C | 3% | 0% | -1% | 1% | -38 | -3% | 0% | -1% | . | . | -5%

This is a subset (hit frequency here may not be typical).
